Screening data: PubChem BioAssay, several laboratories
ASAP1 inh = inhibitors of human ASAP1 ArfGAP activity, primary screen, biochemical, fluorescence polarization | Arf-GAP with SH3 domain, ANK repeat and PH domain-containing protein 1 (Homo sapiens), … | ASAP1-stimulated ARF1 GTP hydrolysis, GDP FP detection | inhibition, % at 16.5 µM | 0.19% of 360,000 active | AID 624377, 2012; in the data active = inhibition above about 25%;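 note: 0% = vehicle with enzyme and substrate and 100% = no enzyme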
Target sequence (Q9ULH1 325-724 limits assumed): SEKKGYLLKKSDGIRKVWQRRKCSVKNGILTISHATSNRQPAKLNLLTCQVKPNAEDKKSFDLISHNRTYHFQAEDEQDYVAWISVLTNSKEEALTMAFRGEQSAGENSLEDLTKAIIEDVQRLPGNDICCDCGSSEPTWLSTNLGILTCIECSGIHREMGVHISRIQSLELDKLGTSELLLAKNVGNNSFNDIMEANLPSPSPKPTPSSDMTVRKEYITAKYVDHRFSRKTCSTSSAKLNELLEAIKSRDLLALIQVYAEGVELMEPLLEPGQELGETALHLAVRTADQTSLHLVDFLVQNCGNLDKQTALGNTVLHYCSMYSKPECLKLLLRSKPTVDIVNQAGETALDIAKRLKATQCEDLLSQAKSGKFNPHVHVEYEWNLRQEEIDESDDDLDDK
Tn6 DDE FP = inhibitors of Tn6 peptide binding to fibrin DD(E), primary screen, biochemical, fluorescence polarization, human fibrin, Tn6 probe | Fibrinogen beta chain (Homo sapiens), P02675 | Fibrin DD(E) TRITC-Tn6 fluorescence polarization displacement | inhibition, % at 8.3 µM | 0.21% of 370,000 active | AID 720509, 2013;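 active = inhibition above a per-campaign cutoff: mean of compounds within control limits plus 3 SD, cut at about 15% in these data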;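 note: 0% = median of all compound wells on the plate and 100% = blocking peptide control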
Rev-erbA mod = modulators of Rev-erb alpha DNA binding, primary screen, biochemical, FITC-DNA, fluorescence polarization, uHTS; Rev-erbα–FITC-DNA binding, 90 min; activity, % at 10 µM; 0.79% of 370,000 active; AID 1259318, 2017;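 active = activity above about 14%, limit read from the data; passing the limit was not always enough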;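 note: 0% = DMSO wells with 35 nM protein and 100% = DMSO wells with 750 nM protein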
Target sequence (P20393 whole entry, looked up): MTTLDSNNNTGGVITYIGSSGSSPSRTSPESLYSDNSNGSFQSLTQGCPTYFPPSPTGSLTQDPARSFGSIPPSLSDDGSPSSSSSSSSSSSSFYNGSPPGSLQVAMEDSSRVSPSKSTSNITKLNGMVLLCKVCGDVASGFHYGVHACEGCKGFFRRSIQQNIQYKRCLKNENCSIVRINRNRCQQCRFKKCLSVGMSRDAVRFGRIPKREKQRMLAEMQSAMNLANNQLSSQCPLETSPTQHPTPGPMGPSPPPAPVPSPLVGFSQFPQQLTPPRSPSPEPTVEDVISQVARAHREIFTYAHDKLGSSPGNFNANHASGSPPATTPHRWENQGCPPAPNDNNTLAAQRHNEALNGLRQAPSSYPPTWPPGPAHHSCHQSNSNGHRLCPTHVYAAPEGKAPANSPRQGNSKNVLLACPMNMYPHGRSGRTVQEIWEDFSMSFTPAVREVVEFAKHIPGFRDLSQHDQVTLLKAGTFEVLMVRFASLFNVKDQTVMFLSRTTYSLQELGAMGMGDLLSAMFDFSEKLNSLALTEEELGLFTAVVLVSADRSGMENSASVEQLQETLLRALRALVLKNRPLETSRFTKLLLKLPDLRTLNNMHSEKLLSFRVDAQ
ARFGAP1 inh = inhibitors of rat ARFGAP1 GAP activity, primary screen, biochemical, fluorescence polarization, GDP tracer; ADP-ribosylation factor GTPase-activating protein 1 (Rattus norvegicus), Q62848; Arfgap1-stimulated ARF1 GTP hydrolysis, GDP FP detection; inhibition, % at 16.5 µM; 0.26% of 360,000 active;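 active = inhibition above a per-plate limit, mean inhibition of low control wells plus 3 SD, cut at about 25% in these data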;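 note: 0% = DMSO wells with enzyme and 100% = wells lacking Arfgap1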
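Material: rat Arfgap1 GAP domain (His6, aa 1-136), purified enzyme. Also added: human ARF1(Δ1-17)-GTP substrate. Compound dosing: 16.5 µM single point, 1.26% DMSO. Timing: enzyme reaction 120 min at 25 °C after 20 min preincubation. Signal: GDP detection by fluorescence polarization. Read-out basis: percent inhibition of GAP-stimulated GDP formation, scaled between DMSO and no-Arfgap1 medians.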
HGIII-sPLA2 inh = human group III sPLA2 inhibitors, primary screen, biochemical, QFRET, BODIPY PC-A2 liposome substrate; AID 743126, 2013; 0.56% of 370,000 active; Group 3 secretory phospholipase A2 (Homo sapiens), Q9NZ20; QFRET BODIPY PC-A2 liposome hydrolysis, fluorescence; inhibition, % at 12.2 µM;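 active = inhibition above mean plus 3 SD of compounds lying within the high and low control bounds, cut at about 19% in these data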;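 note: 0% = median of test compound wells and 100% = no enzyme DMSO wells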
PLC-gamma1 inh = PLC-gamma1 enzyme inhibitors, primary screen, biochemical, fluorescence, purified enzyme; 1-phosphatidylinositol 4,5-bisphosphate phosphodiesterase gamma-1 (Homo sapiens), P19174; fluorogenic substrate; inhibition, % at 12.2 µM; 0.84% of 370,000 active; AID 720700, 2013; in the data active = inhibition above about 9.5%
UHRF1 MBD2 ctr = UHRF1 methylated DNA binding inhibitors, primary screen, counter-screen for MBD2 inhibitor project, biochemical, TR-FRET, human UHRF1, single concentration | inhibition, % at 4.4 µM | 0.75% of 370,000 active | E3 ubiquitin-protein ligase UHRF1 (Homo sapiens), Q96T88 | UHRF1 binding to methylated oligo; in the data active = inhibition above about 21%;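 note: UHRF1 SRA domain binding a hemimethylated CpG hairpin DNA probe; 0% = median of test compound wells and 100% = reference inhibitor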
KLK7 zymogen act = proKLK7 zymogen activators, primary screen, biochemical, fluorescence intensity; Kallikrein-7 (Homo sapiens), P49862; purified proKLK7, EDANS-DABCYL substrate fluorescence; 100% is mature enzyme control, 0% vehicle; activation, % at 7 µM; 0.9% of 370,000 active; AID 652039, 2013;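 active = activation above the mean of all tested compounds plus 3 SD, computed per campaign excluding outliers beyond control limits, cut at about 13% in these data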
Tn7 DDE FP = inhibitors of Tn7 peptide binding to fibrin DD(E), primary screen, biochemical, fluorescence polarization, human fibrin, Tn7 probe; FP displacement of FITC-Tn7 peptide from fibrin DD(E); 0% = median of compound wells per plate; inhibition, % at 8.3 µM; 0.13% of 370,000 active; AID 720508, 2013;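 active = inhibition above the mean of compounds falling within the control limits plus 3 SD of them, cut at about 14% in these data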;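 note: 0% = plate median of compound wells and 100% = 10 µM Aha-Tn7 peptide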
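Assay system: Fibrin-DD(E) protein isolated from polymerized human fibrin clots; read-out basis: percent inhibition; medium: Tris/NaCl/CaCl2 buffer, pH 7.8; signal: FP measurement; incubation: 10 min plus 3 h, room temperature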
PLCb3 inh = human PLC-beta3 inhibitors, primary screen, biochemical, fluorescence | 1-phosphatidylinositol 4,5-bisphosphate phosphodiesterase beta-3 (Homo sapiens), Q01970 | Purified PLC-beta3, fluorogenic substrate | inhibition, % at 12.2 µM | 0.18% of 370,000 active | AID 720704, 2013; in the data active = inhibition above about 11%;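 note: 0% = median of compound wells on plate and 100% = full blocker control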
An asterisk follows results filed as active; i = inactive.

Structure	ASAP1 inh	Tn6 DDE FP	Rev-erbA mod	ARFGAP1 inh	HGIII-sPLA2 inh	PLC-gamma1 inh	UHRF1 MBD2 ctr	KLK7 zymogen act	Tn7 DDE FP	PLCb3 inh
COC(=O)c1c(C)oc2c1cc(NS(=O)(=O)c1cccs1)c1ccccc12	-4	-8	0	-3	-36	2	13	0.3	-11	3
CN1CCN(NC(=O)c2cc([N+](=O)[O-])cc([N+](=O)[O-])c2)CC1	2	-13	-2	9	3	9	0	0.1	-4	5
O=C(c1cc2nc(-c3ccccc3)cc(C(F)(F)F)n2n1)N1CCCC1	-3	2	-2	4	2	-6	13	-0.5	1	-15
CCOC(=O)c1cc(C(=O)OCC)c(=O)[nH]c1SCc1ccccc1	18	-2	2	-7	-18	-8	0	-0.3	-2	-14
CC1=NC(=O)C(N=Nc2cccc(C(=O)O)c2)N1c1ccccc1 (stereo not drawn)	0	-12	0	8	2	4	1	0.4	-5	2
CC(C)c1onc(C(=O)NCc2cccs2)c1[N+](=O)[O-]	-6	2	-2	2	2	0	1	0.2	-2	-2
CC(C)NC(=O)/C(=C/c1cn(-c2ccccc2)nc1-c1cccc([N+](=O)[O-])c1)NC(=O)c1ccccc1	2	11	6	-3	3	1	-2	-0.4	6	2
O=C(Nc1ccccc1F)c1cc(Cl)sc1Cl	9	2	-4	1	1	1	-2	0.3	5	-1
COc1cccc(C(C)(O)c2nc(-c3ccc4ccccc4c3)cs2)c1 (stereo not drawn)	10	0	-3	6	-13	0	2	0.8	-6	-9
Cc1ccc(Sc2nc(C)cc(C)c2S(C)(=O)=O)cc1	-5	2	3	3	1	3	3	0.3	-1	1
Cc1ccc(NC(=O)c2ccc([N+](=O)[O-])cc2Cl)nc1	-8	2	4	20	0	3	-1	-0.3	-7	5
Cn1c(=O)c2c(nc(SCCCC#N)n2Cc2ccccc2F)n(C)c1=O	9	1	0	3	5	0	-1	0.1	3	-4
O=C(Nc1nccs1)c1cn(-c2ccccc2)nc1-c1ccncc1	12	-5	20	23	-5	-5	-3	-0.1	3	-2
O=C(NCc1ccc2c(c1)OCO2)c1nc(Cn2cc(Br)cn2)no1	-4	-5	-1	6	2	-1	-3	0.5	2	-5
CNc1cc(C)c(C#N)c2nc3ccccc3n12	-11	-1	-7	3	9	i	-1	33*	-6	i
Cc1ccc(C)c(OCCC(=O)OCC(=O)NCCc2ccc(S(N)(=O)=O)cc2)c1	2	-10	-4	7	-8	5	-3	0.1	-1	1
CCOC(=O)c1c(NC(=O)CCN2CCOCC2)sc2c1CC(C)(C)OC2	-6	-5	-2	-4	6	-1	3	-0.2	-4	-2
CCOC(=O)/C(=C\c1cn(C)c2ccccc12)[N+](=O)[O-]	-16	-9	7	-1	-45	2	0	-0.4	-11	-1
O=C(Cc1ccc(Cl)c(Cl)c1)Nc1ccc(S(=O)(=O)Nc2ncccn2)cc1	11	-10	0	4	0	-4	5	0.0	4	-8
COc1ccccc1C(=O)Nc1nnc(S(=O)(=O)N2CCN(c3ccc(F)cc3)CC2)s1	2	-2	18*	-9	-3	-3	-1	0.6	-8	-10
CCC(=O)NC(c1cc(Cl)c2cccnc2c1O)C(C)C (stereo not drawn)	-17	2	-6	-6	11	-13	-8	0.2	-4	-12
O=C(Nc1ccccc1)NC(Cc1ccc(O)cc1)C(=O)O (stereo not drawn)	-16	5	-2	4	-4	0	7	-0.2	5	4
CN1CCN(c2nc(-c3ccccc3O)nc3ccccc23)CC1	1	-5	-1	5	-9	0	-1	0.2	-8	-4
O=C(CN(C1CCCCC1)S(=O)(=O)c1ccc(Cl)cc1)NCc1cccnc1	3	-1	-1	-2	-6	6	0	-0.4	-3	2
CCOC(=O)c1c(C)n(C)c2ccc(OCC(O)CN3CCN(C)CC3)cc12 (stereo not drawn)	-9	-12	-5	-7	1	-3	3	0.4	11	-3
CSc1ccc2c(c1)C(N1CCN(C)CC1)Cc1ccc(F)cc1S2 (stereo not drawn)	10	6	2	-4	-12	0	-2	0.4	2	-7
Cc1cc(NCc2ccccc2)nc2ccccc12	-12	-1	-2	2	-7	-15	5	-0.6	8	-14
CCOC(=O)c1cc(C#N)c(N2CCCC2)nc1-c1ccccc1	1	-5	3	11	-1	-433	6	-11	-4	i
Cc1ccc(S(=O)(=O)C(C)C(=O)c2ccc3c(c2)OCCO3)cc1 (stereo not drawn)	5	1	-1	13	-4	-4	8	0.4	-5	-7
C#CCOc1c(Cl)cc(/C=N/NC(N)=S)cc1OCC	-6	3	-2	4	13	-1	-5	-0.7	4	0

Structure	ASAP1 inh	Tn6 DDE FP	Rev-erbA mod	ARFGAP1 inh	HGIII-sPLA2 inh	PLC-gamma1 inh	UHRF1 MBD2 ctr	KLK7 zymogen act	Tn7 DDE FP	PLCb3 inh
CC(C)(C)c1ccc(C(=O)NCC(=O)OCc2ccc([N+](=O)[O-])cc2)cc1	21	3	-1	-6	0	0	-2	-0.2	1	-1
Cc1ccc(C)c2[nH]c(=O)c(CN(CC3CCCO3)C(=S)NCc3ccco3)cc12 (stereo not drawn)	4	0	7	6	3	0	-1	0.8	5	-10
CC(=O)c1cccc(NS(=O)(=O)c2c(C)n[nH]c2C)c1	4	-6	-6	-2	1	3	-2	-0.1	2	0
CSc1nnc2c3c4c(sc3c(=O)n(-c3ccccc3)n12)CC(C)(C)OC4	4	10	1	0	7	1	2	0.0	11	-3
Cc1ccc(S(=O)(=O)C[C@@H]2OC[C@H](CO)N2S(=O)(=O)c2ccc(C)cc2)cc1	-1	-5	3	-9	-6	3	-1	0.5	2	5
Cc1ccc(C2(CCNCc3ccco3)CCOC(C(C)C)C2)cc1 (stereo not drawn)	-12	5	1	0	11	3	3	0.7	8	-9
C[C@H](O)[C@@H]1C(=O)N2CCc3c([nH]c4c(-c5ccccc5)cccc34)[C@@H]2C[C@@H]1N(C)C(=O)c1ccco1	9	6	2	7	-37	-41	-1	0.3	-5	-49
CCOc1ccc(NC(=O)CN2CCN(CC(=O)c3ccc(OCC)cc3)CC2)cc1	-5	-4	8	-11	-1	-1	0	-0.4	-1	-3
COC(=O)c1ccccc1Sc1c(/C=N/OC(=O)c2ccccc2)c(C(F)(F)F)nn1C	-4	1	5	-11	7	2	0	0.3	2	-1
CCOc1ccc(C(=O)NNC(=O)CNC(=O)c2ccc(C)s2)cc1OC	-11	-2	-1	-1	4	-3	0	0.6	1	-7
COC(=O)Cn1ncn2cccc2c1=O	-5	9	-5	11	8	-1	-1	-0.2	0	2
COc1ccc(C(=O)CN2C(=O)c3ccccc3S2(=O)=O)cc1	-7	-3	1	-8	8	8	4	0.2	1	1
CC(C)(C)C(=O)Oc1ccc2cc(-c3ccc4ccccc4n3)c(=O)oc2c1	5	0	-1	-4	5	-463	0	7.0	-5	i
CCN(C(=O)Cn1nc(C)c([N+](=O)[O-])c1C)c1c(N)n(Cc2ccccc2)c(=O)[nH]c1=O	-8	9	-5	4	0	1	1	-0.1	7	-5
CCc1ccc(NC(=O)C(=O)NCCN2CCN(C(=O)c3ccco3)CC2)cc1	6	3	0	-23	-4	2	0	-0.1	-1	0
O=C(O)c1ccc2c(c1)C1C=CCC1C(c1ccncc1)N2 (stereo not drawn)	6	10	-7	-5	-1	-1	3	-0.1	-1	-6
CC(=O)c1cccc(NC(=O)C(C)OC(=O)c2cc(C)oc2C)c1 (stereo not drawn)	2	2	2	-5	-5	-2	1	0.9	-3	-2
C=CCN(C(=O)CCc1ccccc1OC)c1nc(-c2ccc(S(C)(=O)=O)cc2)cs1	-8	2	7	12	-11	-4	1	-0.7	11	-25
Cc1nc(NC(=O)c2ccccc2)sc1-c1cc(C(=O)NCCO)nn1Cc1ccccc1	2	0	-7	-11	4	-7	4	-0.1	0	-8
COc1ccc(OC)c(C2=NO[C@@H]3C(=O)N(c4cc(Cl)ccc4OC)C(=O)[C@H]23)c1	-5	7	6	-11	-6	-17	0	1.5	7	-24
Cc1ccc(OCC(=O)Nc2ccc(NC(=O)c3ccco3)cc2)c(C)c1	1	12	-5	6	-5	-86	1	4.5	-1	-119
C[C@H](CO)N1C[C@H](C)[C@@H](CN(C)C(=O)Nc2ccc(C(F)(F)F)cc2)Oc2c(NC(=O)Cc3ccccc3)cccc2C1=O	-4	3	-2	-11	-16	1	-1	0.1	-2	1
C[C@H]1CN([C@@H](C)CO)C(=O)c2cc(Br)cnc2O[C@H]1CN(C)C(=O)c1cnccn1	2	6	4	2	-1	-2	0	1.0	8	3
CC(C)NS(=O)(=O)c1ccc(NC(=O)C(C)OC(=O)CCC2CCCC2)cc1 (stereo not drawn)	4	-3	-9	11	-30	2	0	0.1	-7	-5
COc1ccc(OCc2nc(C#N)c(N3CCN(c4ccc(OC)cc4)CC3)o2)cc1	7	-3	-1	-11	-2	4	2	1.6	-2	4
N#Cc1ccccc1Cn1c(=O)n(CCC(=O)NCc2ccco2)c(=O)c2ccccc21	-3	4	-3	-4	15	-2	4	-0.4	-1	-3
Cn1c(N)c(C(=O)COC(=O)c2cc(S(=O)(=O)NCc3ccccc3)ccc2O)c(=O)n(C)c1=O	-6	3	-1	2	-16	0	-1	-0.8	-1	-11
Cc1ccccc1NC(=O)COC(=O)C1(C)CC1(Cl)Cl (stereo not drawn)	5	0	-5	-5	-1	0	-1	0.1	1	-5
COc1cc(S(=O)(=O)NC2CC(C)(C)NC(C)(C)C2)c(OC)cc1Cl	1	1	-1	-13	3	0	0	0.0	-3	-2
